Screening results: PubChem, several laboratories
CDK5 inh = inhibitors of human CDK5/p35 kinase, primary screen, biochemical, single concentration; 330,000 compounds, 0.01% hits; Recombinant CDK5/p35, ADP-Glo luminescence, 60 min; AID 488839, 2010; inhibition, % at 10 µM; Cyclin-dependent kinase 5 (Homo sapiens) + Cyclin-dependent kinase 5 activator 1 (Homo …;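 active = highest replicate inhibition of at least 50% and at least 75% of replicates reaching 50%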;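 note: plate controls were DMSO neutral control for no effect and GW8510 at 10 µM for full effect; many of its hits are not listed in these tables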
C-LANA FP = inhibitors of KSHV C-LANA binding to DNA, primary screen, biochemical, fluorescence polarization, FAM-LBS DNA, MBP-C-LANA, single point; inhibition, % at 9 µM; 340,000 compounds, 0.078% hits; AID 504423, 2011;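 active = highest replicate inhibition at or above 60% at 9 µM, even if other replicates fall short; inactive = all replicates below 60% inhibition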;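 note: 0% = neutral control wells and 100% = 4 µM acridine orange control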
cardiac RTF act = cardiac RTF calcium sensitivity activators, primary screen, biochemical, IANBD-TnC fluorescence, EC20 calcium. IANBD-labeled TnC RTF fluorescence at EC20 calcium; 0% EC20 calcium, 100% full calcium. activation, % at 7.2 µM. 340,000 compounds, 0.24% hits;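 active = activation above the mean over all tested compounds plus 3 SD, cut at about 30% in these data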;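 note: rise in fluorescence read as greater calcium sensitivity of cardiac thin filaments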
PvdQ inh = P. aeruginosa PvdQ acylase inhibitors, primary screen, biochemical, fluorescence, plate reader and imaging, single point | AID 488965, 2010 | inhibition, % at 10 µM | PvdQ acylase [Pseudomonas aeruginosa LESB58] | 340,000 compounds, 0.063% hits | purified PvdQ acylase; in the data active = inhibition above about 30%, passing the limit was not always enough;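 note: 0% = vehicle neutral wells and 100% = reference inhibitor wells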
NSD2 HMT inh = NSD2 histone methyltransferase inhibitors, primary screen, biochemical, AlphaScreen, single concentration, set 2. Histone-lysine N-methyltransferase NSD2 (Homo sapiens), O96028. NSD2 peptide methylation, 120 min. inhibition, % at 12.5 µM. 310,000 compounds, 0.54% hits; in the data active = inhibition above about 50%
RTF Ca sens inh = cardiac RTF calcium sensitivity inhibitors, primary screen, biochemical, IANBD-TnC fluorescence, EC70 calcium; IANBD-labeled cardiac RTF, Ca2+ fluorescence; inhibition, % at 7.15 µM; 340,000 compounds, 0.12% hits;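 active = inhibition above the mean inhibition of all tested compounds plus 3 SD, cut at about 17% in these data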;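 note: assay run at fixed EC70 calcium of 1.6 mM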
Rtt109 Vps75 = inhibitors of C. albicans Rtt109/Vps75 HAT, primary screen, biochemical, ThioGlo CoA-SH fluorescence, plate reader; Histone acetyltransferase RTT109 (Candida albicans (strain SC5314 / ATCC MYA-2876)), …; purified Rtt109/Vps75, 4 h; inhibition, % at 34.9 µM; 330,000 compounds, 0.16% hits; AID 540336, 2011;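 active = inhibition of at least 50% in every replicate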
dFosB activator = activators of delta FosB homodimer, primary screen, biochemical, fluorescence polarization, TAMRA-CDK5 oligo, single point; purified delta FosB; percent of positive-control signal above neutral wells; activation, % at 25 µM; 340,000 compounds, 0.99% hits;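 active = mean activation above about 17%, with every replicate also reaching it, limit read from the data, passing the limit was not always enough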;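 note: fluorescence polarization rise as delta FosB binds a TAMRA Cdk5 AP-1 oligo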
Target sequence (P13346 whole entry, looked up): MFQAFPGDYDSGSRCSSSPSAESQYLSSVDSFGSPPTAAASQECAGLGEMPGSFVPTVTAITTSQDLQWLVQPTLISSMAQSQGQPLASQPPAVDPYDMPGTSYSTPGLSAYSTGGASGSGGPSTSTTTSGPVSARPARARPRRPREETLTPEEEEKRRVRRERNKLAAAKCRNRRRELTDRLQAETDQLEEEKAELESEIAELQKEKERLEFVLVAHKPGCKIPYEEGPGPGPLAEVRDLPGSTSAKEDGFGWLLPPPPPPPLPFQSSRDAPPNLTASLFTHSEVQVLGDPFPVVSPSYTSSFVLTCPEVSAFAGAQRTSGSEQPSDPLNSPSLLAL
Keap1 Nrf2 FP = Keap1-Nrf2 protein-protein interaction inhibitors, primary screen, biochemical, fluorescence polarization, single point. Keap1 Kelch-Nrf2 peptide fluorescence polarization, 1536-well. inhibition, % at 9.4 µM. Kelch-like ECH-associated protein 1 (Homo sapiens), Q14145. 340,000 compounds, 0.15% hits; in the data active = inhibition above about 12%;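 note: human Keap1 Kelch domain with fluorescein labeled Nrf2 9mer peptide probe; 0% = neutral control wells and 100% = peptide positive control; higher means more block of Keap1 binding to Nrf2 peptide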
Target sequence (Q14145 whole entry, looked up, the tested form may be a part): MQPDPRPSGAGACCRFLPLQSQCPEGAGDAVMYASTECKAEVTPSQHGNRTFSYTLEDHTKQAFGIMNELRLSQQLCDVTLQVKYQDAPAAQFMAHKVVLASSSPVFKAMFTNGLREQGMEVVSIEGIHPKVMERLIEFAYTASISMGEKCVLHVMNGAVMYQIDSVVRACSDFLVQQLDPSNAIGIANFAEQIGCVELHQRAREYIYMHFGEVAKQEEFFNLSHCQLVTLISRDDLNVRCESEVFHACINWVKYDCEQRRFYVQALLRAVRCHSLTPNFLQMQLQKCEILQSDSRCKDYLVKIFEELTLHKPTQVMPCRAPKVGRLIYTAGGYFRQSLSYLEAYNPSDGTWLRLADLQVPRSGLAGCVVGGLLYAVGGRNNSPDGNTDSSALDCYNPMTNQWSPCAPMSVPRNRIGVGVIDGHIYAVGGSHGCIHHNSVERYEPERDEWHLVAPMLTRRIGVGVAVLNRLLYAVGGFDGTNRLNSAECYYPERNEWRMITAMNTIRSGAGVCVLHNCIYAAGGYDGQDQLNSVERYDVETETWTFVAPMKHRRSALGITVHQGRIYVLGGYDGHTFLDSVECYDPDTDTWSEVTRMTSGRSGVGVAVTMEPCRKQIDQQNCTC
PfHsp90 set2 = growth inhibition of PfHsp90-expressing yeast, primary screen, antimalarial PfHsp90 inhibitor project, S. cerevisiae, BacTiter-Glo luminescence, single point, set 2; BacTiter-Glo ATP, 48 h; yeast lacking PDR1 and PDR3 efflux regulators; inhibition, % at 9.4 µM; 310,000 compounds, 0.32% hits; AID 504621, 2011;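 active = every replicate shows inhibition above about 80%, whatever the replicate mean, limit read from the data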;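 note: 0% = DMSO neutral controls and 100% = 20 µM radicicol positive controls; yeast relying on Plasmodium falciparum Hsp90 in place of its own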
Mot1-301 SUMO = yeast Mot1-301 growth rescue at high temperature, primary screen, SUMOylation pathway inhibitor project, S. cerevisiae, ATP luminescence, 38.5C; S. cerevisiae Mot1-301 growth rescue; percent above DMSO median, 100 means doubled; growth rescue, % at 18.8 µM; 320,000 compounds, 1% hits; AID 2716, 2010;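 active = every valid replicate shows activation above 250% relative to neutral control wells; inactive = the rest, any valid replicate at or below 250%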;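 note: OY570 slx delta 5 strain wells were the positive control but not used for scaling; some compounds called inactive have numbers as strong as hits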
Numbers without * were called inactive; nt = no result given.

Sequence of screens: CDK5 inh, C-LANA FP, cardiac RTF act, PvdQ inh, NSD2 HMT inh, RTF Ca sens inh, Rtt109 Vps75, dFosB activator, Keap1 Nrf2 FP, PfHsp90 set2, Mot1-301 SUMO
(1) CCOc1ccc(OCC)c(NC(=O)CN2CCN(c3cc(C)ccc3C)CC2)c1
 : -0.4, 0.7, -2.9, -0.8, -1.1, 5.5, 0.6, -6.4, -1.7, -31.5, -28.5
(2) O=C(NC1CCCc2ccccc21)c1ccc(S(=O)(=O)N2CCOCC2)cc1 (configuration not stated)
 : -2.9, 1.9, -2.5, -1.7, -1.2, -5.2, 11.9, 1.0, -0.4, 11.5, -12.6
(3) Nc1nc(-c2cc(-c3ccccc3)no2)cs1
 : -5.0, 1.3, -1.9, 2.5, -4.1, -11.9, 2.7, -17.5, -9.1, 13.1, 1.6
(4) O=C(NC(Cc1ccccc1)C(=O)O)/C(=C\c1ccco1)NC(=O)c1ccco1 (configuration not stated)
 : -0.6, 2.7, 3.5, -3.9, 0.5, -9.8, 10.3, -0.1, 1.2, 4.1, -4.1
(5) COc1ccc(N2CCN(C(=O)c3nn(C)c4c3CS(=O)(=O)c3ccccc3-4)CC2)cc1
 : 0.8, 0.5, 1.0, -11.1, 0.7, -1.4, 10.2, -1.6, 0.6, 22.0, 6.6
(6) COCCNc1nc2c(c(=O)n(Cc3cccc(Br)c3)c(=O)n2C)n1C
 : -0.2, 0.4, -5.8, -10.7, 7.7, -9.8, -3.7, -6.2, -4.9, -2.4, -15.4
(7) CN(C(=O)c1cccc(NC(=O)Cc2ccc(NC(=O)C3CCCN(C(=O)C4CCC4)C3)cc2)c1)C1CCCC1 (configuration not stated)
 : 5.9, -0.1, -1.4, 2.5, nt, -5.4, -5.9, -6.8, 2.1, 20.8, nt
(8) O=C(c1csc2c1CCCC2)N1CCN(c2ncccn2)CC1
 : 0.1, -3.1, 2.4, -0.1, -2.1, -2.1, -13.3, -1.8, 0.4, 8.6, 6.6
(9) CCN(Cc1nc(-c2ccccc2)no1)C(=O)c1ccc2c(c1)OCO2
 : 0.6, 0.5, -4.2, -2.4, -4.1, 1.8, 4.2, -6.2, -3.1, 9.6, 0.0
(10) COc1nc(OC)nc(N2CCC(C(=O)Nc3cccc4c3CCCC4)CC2)n1
 : 5.4, 2.0, 0.7, 7.7, -3.7, -5.7, -5.2, -3.7, -0.3, nt, -7.8
(11) O=C(NC(=S)Nc1c(Cl)ccc2nsnc12)c1ccco1
 : 0.0, 1.5, 4.0, 9.4, -0.4, 8.2, 30.0, -8.3, 6.5, -13.3, -12.4
(12) O=C(O)/C=C/C(=O)Nc1cccc2cccnc12
 : 0.0, 2.9, 4.9, -13.9, 1.2, -6.6, -2.6, 3.3, -6.5, 2.4, 11.0
(13) Cc1c(C(=O)c2ccccc2)c2ccccn2c1CCC#N
 : 0.0, 0.6, 0.9, -8.1, 2.5, -7.5, 3.8, -13.9, -0.1, -5.2, -4.2
(14) CC(C)Cn1c(-c2csc3c2CCCC3)n[nH]c1=S
 : 3.8, 1.1, -4.2, 7.1, 1.1, -4.6, 15.0, -5.8, -0.7, 5.7, -9.9
(15) [2H]C(CCOS(N)(=O)=O)c1ccccc1 (configuration not stated)
 : -1.1, 0.4, 4.4, -0.3, nt, -16.4, -4.1, 5.3, -6.0, -18.1, 0.2
(16) O=C(CN1C(=O)C2CCCCC2C1=O)Nc1cccc([N+](=O)[O-])c1 (configuration not stated)
 : -1.5, -1.3, 5.5, 7.1, 0.5, -11.5, 12.1, -4.6, -4.0, nt, -1.8
(17) COc1ccc(NC(=O)Cc2nnc(SCC(=O)Nc3ccccc3)n2C)cc1
 : 0.3, 0.6, -11.1, 0.0, -3.7, -5.4, -1.6, 1.5, 2.0, 2.9, -4.7
(18) COc1cccc(C2C(C(=O)c3ccco3)=C(O)C(=O)N2CCN(C)C)c1OC (configuration not stated)
 : 1.2, 0.6, 2.9, -2.2, 1.8, 4.4, 18.0, 1.8, 4.5, -7.0, 469.6*
(19) CN(CC(=O)Nc1ccccc1Br)C(=O)CN1CCN(c2ccccc2Cl)CC1
 : 1.0, -0.6, -2.6, -0.2, -0.8, 8.8, 3.9, -2.8, -4.0, -4.4, -10.8
(20) CC(=O)Nc1ccccc1NC(=O)c1cc(C)ccc1C
 : -0.2, -0.8, 3.0, -9.0, -9.8, -10.3, 3.3, -1.2, -4.6, 13.9, -7.3
(21) CCN(CC)CCN1C(=O)c2ccccc2NC1c1ccccc1F (configuration not stated)
 : -0.9, 0.9, -4.7, -7.7, 11.5, -2.8, -65.1, -7.7, -2.0, -2.4, -15.1
(22) CC(C)NC(=O)CCS(=O)(=O)c1ccc(Br)s1
 : -0.1, 0.3, -0.8, -10.9, 0.9, -1.0, -22.3, -4.5, -4.6, 6.7, -12.1
(23) CCOC(=O)c1cccc(-n2c(C)nc3ccccc3c2=O)c1
 : 0.1, 1.1, 4.4, 2.6, -0.9, -1.6, -0.7, 6.0, 2.5, 14.7, -21.1
(24) Cn1c(-c2ccccc2)cc2ccccc21
 : -1.6, 3.0, 1.6, -11.4, -0.9, -5.4, -3.9, 0.5, -6.0, -16.9, 22.7
(25) O=c1ccc2cc3c(-c4ccccc4)coc3cc2o1
 : 4.3, -1.9, 1.5, 3.1, 0.8, 7.1, 10.8, -23.2, -2.0, -13.2, 192.8
(26) COC(=O)[C@@H]1CCCN1Cc1nc(Cc2ccc(OC)c(OC)c2)no1
 : 2.2, -0.8, -4.9, -3.6, -5.8, -3.6, -6.8, -0.3, 2.7, nt, -7.3
(27) COC(=O)c1sccc1NC(=O)Nc1ccc(F)cc1
 : -1.1, -0.7, 0.6, -11.5, -4.5, -13.5, -7.8, -1.7, -2.8, 52.9, -12.8
(28) CCn1c(O)c(N=NC(=O)Cn2ccc(C(F)(F)F)n2)c2ccccc21
 : -0.1, 1.6, 5.8, 2.6, 1.8, 13.4, 14.1, -4.6, -4.1, -13.9, 19.1
(29) COC(C(=O)Nc1ccc(Br)cc1F)c1ccccc1 (configuration not stated)
 : -2.9, -1.8, 3.8, -4.7, -1.4, -4.8, -1.3, 0.6, -4.6, -37.0, 83.0
(30) Cc1cc(C(F)(F)F)n(-c2nc(C(=O)Nc3cccnc3)cs2)n1
 : 1.5, -1.8, 0.8, -10.6, -1.9, -8.0, -0.9, -13.5, -0.5, -20.9, -9.0
(31) Cc1ccc2nc(NCc3ccco3)c(C=NCc3ccco3)c(=O)n2c1
 : 3.5, -0.7, 7.9, 6.5, -0.4, -1.1, nt, -8.7, -2.7, 1.7, 20.1
(32) O=C(N/N=C/C(Br)=C/c1ccccc1)NC1CCCCC1
 : -1.9, 0.3, 1.6, -13.0, -2.5, -2.3, 7.7, -10.7, 0.2, nt, 98.0
(33) Cc1cc(C(=O)COC(=O)c2cc(Cl)c(O)c(Cl)c2)c(C)n1C
 : -0.4, 2.1, -6.6, -5.2, 8.7, 1.0, -6.2, -11.8, 2.8, -19.7, -1.8
(34) Cc1cc(C)cc(OCC(=O)NCc2nc(-c3ccccc3)no2)c1
 : 1.1, -1.0, -1.8, -12.1, 0.8, -11.0, 6.5, -7.6, 0.7, -25.9, 7.5
(35) Cc1nc(N2CCOCC2)nc2c1CCCC2
 : 0.6, -0.5, -3.1, 9.7, -1.1, -2.1, 11.1, -1.6, 3.3, nt, 13.9
(36) Cc1ccc(C2C(C(=O)c3cc4ccccc4o3)=C(O)C(=O)N2CCN(C)C)o1 (configuration not stated)
 : -2.7, 1.5, 0.5, 2.8, 11.5, -10.7, 1.7, -1.5, -5.3, -3.7, nt
(37) COc1cc(OC)cc(C(=O)N[C@H](C(=O)OCC(=O)N2CCN(S(=O)(=O)c3ccc(C)cc3)CC2)C(C)C)c1
 : -1.6, -0.3, 0.9, -5.5, -0.8, -3.9, 26.5, -11.6, -2.8, nt, nt
(38) CC#CCCCC(=O)Nc1ccccc1C(=O)O
 : 0.0, 0.5, 3.7, -13.7, 0.2, -6.6, nt, 0.1, 1.0, nt, -13.0
(39) Cc1ccc(CSc2nc3ccncc3[nH]2)cc1
 : -0.7, 3.5, 5.8, -13.0, nt, -3.0, -9.0, -4.7, 3.8, 14.0, -22.5
(40) O=C(CSc1nnc(-c2cccs2)n1Cc1ccco1)c1ccc2c(c1)OCO2
 : -1.8, -0.3, -2.0, -17.4, 4.3, -1.4, 4.1, -13.9, -4.0, 11.8, 9.2
(41) Cc1cc(C)c(C(=O)/C=C/c2ccco2)c(=O)[nH]1
 : -2.0, 2.3, -1.1, -6.6, 6.3, -11.8, 11.3, -6.4, -1.1, -18.0, -10.5
(42) CCOC(=O)C(=N/O)/C(C)=N/NC(=O)C(=O)Nc1ccc(Cl)cc1
 : 0.8, 0.1, 2.4, -20.5, -5.5, 5.8, 0.5, -2.5, -5.0, 1.2, 4.8

Reformatted in markdown: two of the compounds above.
| entry | SMILES | CDK5 inh | C-LANA FP | cardiac RTF act | PvdQ inh | NSD2 HMT inh | RTF Ca sens inh | Rtt109 Vps75 | dFosB activator | Keap1 Nrf2 FP | PfHsp90 set2 | Mot1-301 SUMO |
| --- | --- | --- | --- | --- | --- | --- | --- | --- | --- | --- | --- | --- |
| 41 | Cc1cc(C)c(C(=O)/C=C/c2ccco2)c(=O)[nH]1 | -2.0 | 2.3 | -1.1 | -6.6 | 6.3 | -11.8 | 11.3 | -6.4 | -1.1 | -18.0 | -10.5 |
| 42 | CCOC(=O)C(=N/O)/C(C)=N/NC(=O)C(=O)Nc1ccc(Cl)cc1 | 0.8 | 0.1 | 2.4 | -20.5 | -5.5 | 5.8 | 0.5 | -2.5 | -5.0 | 1.2 | 4.8 |
